ERG Ets-DNA blk: blocks human ERG Ets domain binding to DNA; 0.028% of 370,000 active; fluorescence polarization, His-ERG Ets domain / labelled DNA; P11308; Potency, µM (highest dose often 76.9 µM), for the others: at the top dose FP activity, negative = inhibition, most hits filed as inhibitors; AID 624246; active = well fitted inhibition curve with a large enough effect in the polarisation, with a control signal flat; inconclusive = small, poorly fitted or top-dose-only effect, or effect the other way, or a change in a side signal; inactive = no such curve, though single readings can be large or run the other way; the % refers to the polarisation;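 note: polarization taken with two DNA probes labelled with fluorescein and Texas red; potency is the fitted concentration of half-maximal effect; % of control where 0% means no effect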
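His-tagged ERG Ets domain (1 uM in the protein solution; 300mM KCl, 50mM Tris-HCl, 1mM EDTA, 1mM DTT, pH 7.5) received compound, then a probe mix of 5 nM fluorescein-DNA and 100nM Texas-615-DNA. Fluorescence polarization was read for both dyes.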
Apoferritin bind: binds horse apoferritin like a general anesthetic. P02791. apoferritin/1-aminoanthracene competitive binding, fluorescence. Potency, µM (titrated, usually from 77.5 µM), for inactives: at the top dose activity change, negative = displacement, usual class: inhibitors. 0.074% of 350,000 active; note: potency is the fitted concentration of half-maximal effect; % is set by controls: 0 for no effect and ±100 for the full control effect; nearly all actives have a fitted effect of over 20% in size
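Concentration-response curves derived by four-parameter Hill fitting of normalized fluorescence, where compounds displaced 1-AMA from 10 uM horse apoferritin following a brief 10 min room-temperature incubation; propofol titration acted as positive control.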
BLM helicase inh: blocks DNA unwinding by human BLM helicase; P54132; recombinant BLM DNA unwinding, fluorescence dequenching; Potency, µM (series often up to 56.1 µM), inactives show top-dose activity change, negative = inhibition, actives largely listed as inhibitors; 0.2% of 350,000 active;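 note: potency is the fitted concentration of half-maximal effect; plate controls were vehicle for no effect and no enzyme for full effect; nearly all actives have a fitted effect of over 35% in size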
Pol iota inh: inhibitors of human DNA polymerase iota | Pol iota fluorescent replication assay, 10 min | Potency, µM (top dose mostly 115 µM), for inactives: top-dose activity, negative = inhibition, actives largely listed as inhibitors | 1% of 390,000 active | AID 588590 | Q9UNA4; note: potency is the fitted concentration of half-maximal effect
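Pol iota at 10 nM preincubated 15 min with compounds at room temperature; reaction started with fluorescent substrate, 50 nM final. Fluorescence read kinetically at 0 and 10 min; buffer-only wells as negative control.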
POLB inh: blocks human DNA polymerase beta activity; P06746; Potency, µM (highest dose often 114 µM), for inactives: at the highest dose activity change, negative = inhibition, most hits filed as inhibitors; AID 485314; 1.3% of 340,000 active; Pol beta primer extension/strand displacement, fluorescence kinetic; note: potency is the fitted concentration of half-maximal effect; % is set by controls: 0 for no effect and ±100 for the full control effect
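10 nM enzyme + cpd, 15 min RT; start with substrate 50 nM final; read 0 min and after 10 min RT. Corrected, normalized data; 4-parameter Hill curve fit.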
POLK inh: blocks human DNA polymerase kappa activity; purified Pol kappa, fluorescent DNA synthesis assay, 10 min; Q9UBT6; 0.53% of 400,000 active; Potency, µM (top dose mostly 107 µM), for the others: at the highest dose activity, negative = inhibition, most hits filed as inhibitors; note: potency is the fitted concentration of half-maximal effect; % is set by controls: 0 for no effect and ±100 for the full control effect
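Kinetic fluorescence readout at 0 and 10 min followed reaction start with substrate at 50 nM final. Beforehand, enzyme (10 nM Pol kappa) stood 15 min with compound at room temperature; buffer-only wells were negative controls.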
APEX1 inh: APE1 (human) endonuclease inhibition; AID 2517; P27695; recombinant APE1, TAMRA/BHQ-2 abasic DNA cleavage fluorescence; Potency, µM (doses to about 65.8 µM), for inactives: at the highest dose activity change, negative = inhibition, usual class: inhibitors; 0.35% of 350,000 active;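 note: potency is the fitted concentration of half-maximal effect; plate controls were vehicle for no effect and reference inhibitor for full effect; nearly all actives have a fitted effect of over 55% in size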
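APE1 at 0.75 nM final was preincubated with compound 15 min at room temperature, then 50 nM double-stranded THF abasic-site substrate (5'-TAMRA/3'-BHQ-2) was added. Fluorescence (ex 525/em 598 nm) was read kinetically; third-minus-first read gave activity.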
12-LOX inh: blocks human arachidonate 12S-lipoxygenase. P18054. purified 12hLO, xylenol orange hydroperoxide absorbance. Potency, µM (titrated, usually from 108 µM), inactives show at the top dose activity change, negative = inhibition, hits mostly inhibitors. 1.1% of 580,000 active. AID 1671190; note: potency is the fitted concentration of half-maximal effect; % is set by controls: 0 for no effect and ±100 for the full control effect
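Purified human 12hLO (150 nM final) in 25 mM Hepes, 0.01% Triton X-100, pH 7.0 was preincubated 15 min at room temperature with compound. Then 40 uM arachidonic acid was added, 30 min. Hydroperoxide was read by Fe-XO absorbance ratio 573/405 nm.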
TRHR agonist: activates the human TRH receptor. AID 493084. activation, % at 2 µM. TRHR cells, calcium flux fluo-8, FDSS agonist mode. P34981. 0.18% of 360,000 active; in the data active = activation above about 30%; note: 0% is about no effect
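In this calcium-flux screen, cells bearing human TRHR are dye-loaded with fluo-8, baselined for 10 cycles, then exposed to library compounds; positive kinetic calcium responses during the agonist phase mark hits, with TRH as control.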
An asterisk follows results filed as active; ? = inconclusive; / = no result given; & = joins results of further samples; [ ] = dose if it differs, or a comment. Unless noted, calls come from the whole dose curve; as a rule, active = well fitted curve in the direction sought with a large enough effect; inconclusive = small, poorly fitted or top-dose-only effect, or another doubt; inactive = no such curve, though single readings can be large; an effect the other way counts as inactive or inconclusive. Only part of the results is shown. The share of hits here may be higher or lower than overall.

SMILES	ERG Ets-DNA blk	Apoferritin bind	BLM helicase inh	Pol iota inh	POLB inh	POLK inh	APEX1 inh	12-LOX inh	TRHR agonist
Cc1cc(C(=O)CSc2nnc(CCC(N)=O)n2C)c(C)n1C1CC1	1.3%	/	/	11.0%	/	-5.7%	16.4%	-27.5%	0.7
CN(Cc1nccs1)C(=O)C1CCC(=O)N(CCc2ccc(Cl)cc2)C1 (stereo not drawn)	4.7%	-8.3%	-1.8%	-14.4%	31.4%	1.9%	-3.3%	-1.4%	0.4
O=C(CCn1c(=O)oc2ccccc21)NCCN1CCc2ccccc2C1	-4.4%	-2.2%	4.9%	21.9%	-14.5%	-3.4%	5.3%	-1.3%	0.8
NC(=O)CC(NC(=O)Cc1ccc(Br)cc1)c1ccc(N2CCN(c3ccccn3)CC2)c([N+](=O)[O-])c1 (stereo not drawn)	-3.2%	-20.6%	-3.6%	-3.3%	-5.9%	3.7%	9.8%	?	-0.4
C[C@H](NC(=O)C1CCN(S(=O)(=O)c2ccccc2)CC1)C(=O)NCc1ccc(F)cc1	-1.8%	-4.1%	1.2%	-12.5%	-4.8%	1.0%	5.5%	-23.6%	0.0
C/C(=N\NC(=O)c1ccc(N(C)C)cc1)c1ccc(C)c(C)c1	-1.7%	-2.9%	-0.2%	138.8%[activator]	12.8%[57.1 µM]	-17.2%	-1.3%	-2.3%	-0.7
COc1ccc(CNC(=O)C(=O)NCc2cccnc2)cc1	-3.6%	-17.3%	-3.6%	23.3%	8.5%	-19.1%	14.5%	-4.9%	0.1
N#Cc1ccsc1NC(=O)CSc1nncs1	2.0%	/	/	?	/	-26.6%	13.0%	8.1%	/
O=S(=O)(Nc1ccc(Cc2ccncc2)cc1)c1ccc(Br)s1	-5.1%	?	-1.3%	2.9%	11.0%	-8.5%	-3.1%	0.0%	-0.5
Cc1ccc2cccc(Oc3ncnc4sc(C)c(C)c34)c2n1	-6.6%	-4.9%	-0.4%	39.5%[activator]	1.1%	-11.2%	0.7%	0.3%	-2.9
O=C(NCCCN1CCOCC1)c1ccc(CS(=O)(=O)Cc2ccccc2Cl)o1	8.1%	-6.3%	-2.3%	-2.0%	3.3%	9.3%	1.3%	0.9%	-1.0
O=C(COC(=O)/C=C/c1ccco1)NCCN1C(=O)CSC1=O	-6.7%	/	/	-16.0%	/	-19.8%	/	-6.0%	/
COc1cccc(NC(=O)C(C)OC(=O)CCCNC(=O)c2ccc(Cl)cc2)c1 (stereo not drawn)	-5.7%	-15.5%	-0.4%	21.2%	1.8%	-9.4%	7.3%	1.0%	-0.6
CCOc1ccc(CCNC(=O)CCOc2cc(C)ccc2C)cc1OCC	4.6%	3.3%	-2.9%	35.4%[activator]	-2.8%	2.3%	10.8%	-16.4%	-0.8
CCOC(=O)CSc1nc2ccccc2n1CC(=O)N1CCN(c2ccccc2)CC1	0.1%	-14.0%	-2.0%	-7.2%[58.9 µM]	2.1%	-6.0%	-4.9%	/	-0.1
Cc1csc(=O)n1CC(=O)OCC(=O)Nc1ccc(F)c(F)c1	-2.0%	/	/	52.0%[activator]	/	-0.5%	-21.5%	10.1%	-0.4
COc1cccc(C(=O)CC(=O)C(=O)Nc2cc(OC)c(OC)c(OC)c2)c1	/	-5.4%	-4.0%	/	33.1%	/	-10.1%	/	0.7
Oc1ccccc1CN1CCN(C(O)(c2ccccc2)c2ccccc2)CC1	0.6%	-14.7%	-3.3%	39.4%[activator]	-19.2%	-1.7%	27.7%	?	0.9
Cc1ccc(NS(=O)(=O)c2ccc3c(c2)CCC(=O)N3)cc1	-2.5%	/	/	-4.8%	/	-4.6%	-5.3%	-3.0%&-1.0%	0.9
O=C1c2ccccc2C(=O)N1CSc1nnc(Nc2ccccc2)s1	4.8%	-12.4%	-4.0%	104.1%[activator]	14.3%	7.0%	1.8%	-0.3%	-0.1
O=C(NCCc1ccc(Cl)cc1)c1cc(-c2ccccn2)nc2ccccc12	4.1%	-13.0%	-2.9%	28.8%	5.0%	5.2%	37.8%	10.4%	0.0
Cc1ccc(-c2noc(CCC(=O)N3CCN(c4cc(C)ccc4C)CC3)n2)cc1	8.6%	/	/	28.3%	/	-5.2%	-13.1%	-29.5%	/
O=C(O)CSc1c2c(nc3cc(C(=O)Nc4ccc(F)c(Cl)c4)ccc13)CCC2	2.0%	3.6%	-3.6%	50.1µM*	?	?	/	?	-1.5
O=C(CCS(=O)(=O)c1cccs1)Nc1ccc(C(=O)NCc2ccccc2)cc1	1.6%	?	-1.2%	-9.8%	-3.3%	-4.4%	1.4%	0.0%	0.0
COCCCNC(=S)NNC(=O)c1cc(-c2cccnc2)nc2ccccc12	-7.1%	-7.7%	-2.4%	-5.7%	68.5%	-1.0%	28.3%	-1.7%	0.0
COc1ccc(C(=O)NC(=S)N(C)C2CCCCC2)cc1Br	17.6%	-13.6%	-4.2%	-6.4%	-11.6%	8.8%	-19.4%	83.1%[activator]	0.3
Cc1cc(C)cc(NC(=O)CSc2nccn2-c2ccccc2)c1	0.7%	67.1%[activator]	-0.1%	18.8%	-0.4%	-6.4%[60.1 µM]	/	-3.8%	-0.2
Cc1cc(C(C)(C)C)oc1C(=O)N(CC(=O)NC1CCCC1)Cc1ccccc1	/	-11.5%	3.4%	8.4%	0.2%	-7.8%	0.0%	10.2%	4.9
NC(=O)Cn1nnc(-c2ccc(CN3CCCCC3)cc2)n1	12.8%	-2.1%	-2.1%	20.8%	-4.1%	-4.8%	1.7%	2.5%	0.7
O=C(NCCCN1CCCC1=O)c1cccc(S(=O)(=O)NCc2ccccc2)c1	8.6%	/	/	?	/	-42.0%	-15.3%	6.6%	-0.6

Three compounds from above, sorted by count of non-hydrogen atoms, high to low:
SMILES	ERG Ets-DNA blk	Apoferritin bind	BLM helicase inh	Pol iota inh	POLB inh	POLK inh	APEX1 inh	12-LOX inh	TRHR agonist
O=C(NCCc1ccc(Cl)cc1)c1cc(-c2ccccn2)nc2ccccc12	4.1%	-13.0%	-2.9%	28.8%	5.0%	5.2%	37.8%	10.4%	0.0
Cc1cc(C)cc(NC(=O)CSc2nccn2-c2ccccc2)c1	0.7%	67.1%[activator]	-0.1%	18.8%	-0.4%	-6.4%[60.1 µM]	/	-3.8%	-0.2
COc1ccc(C(=O)NC(=S)N(C)C2CCCCC2)cc1Br	17.6%	-13.6%	-4.2%	-6.4%	-11.6%	8.8%	-19.4%	83.1%[activator]	0.3

Single records, from the list above. Order of values: ERG Ets-DNA blk	Apoferritin bind	BLM helicase inh	Pol iota inh	POLB inh	POLK inh	APEX1 inh	12-LOX inh	TRHR agonist
O=C(CCS(=O)(=O)c1cccs1)Nc1ccc(C(=O)NCc2ccccc2)cc1 in the list: 1.6%	?	-1.2%	-9.8%	-3.3%	-4.4%	1.4%	0.0%	0.0
Cc1ccc(-c2noc(CCC(=O)N3CCN(c4cc(C)ccc4C)CC3)n2)cc1 in the list: 8.6%	/	/	28.3%	/	-5.2%	-13.1%	-29.5%	/
Cc1cc(C(C)(C)C)oc1C(=O)N(CC(=O)NC1CCCC1)Cc1ccccc1 in the list: /	-11.5%	3.4%	8.4%	0.2%	-7.8%	0.0%	10.2%	4.9

Returning to the listing, starting two compounds before the break.
SMILES	ERG Ets-DNA blk	Apoferritin bind	BLM helicase inh	Pol iota inh	POLB inh	POLK inh	APEX1 inh	12-LOX inh	TRHR agonist
NC(=O)Cn1nnc(-c2ccc(CN3CCCCC3)cc2)n1	12.8%	-2.1%	-2.1%	20.8%	-4.1%	-4.8%	1.7%	2.5%	0.7
O=C(NCCCN1CCCC1=O)c1cccc(S(=O)(=O)NCc2ccccc2)c1	8.6%	/	/	?	/	-42.0%	-15.3%	6.6%	-0.6
CCOC(=O)N1CCN(C(=O)CSc2nnc(-c3c[nH]c4ccccc34)n2CCOC)CC1	4.7%	-9.1%	-0.8%	12.6%	31.9%	-2.7%	-1.2%	24.3%	0.0
CCc1cccc(C)c1NC(=O)CSc1nc(C)c(C)o1	?	-4.2%	-5.0%	-4.4%	5.8%	3.8%	12.7%	56.5%&21.2%[activator]	-0.1
COC(=O)CCCCNC(=O)Nc1ccccc1	12.2%	-6.6%	-0.4%	-8.7%	-0.5%	-11.5%	-0.4%	-1.8%	0.9
CC(c1ccccc1)C1CC(=O)N(c2cc(Cl)ccn2)C1=O (stereo not drawn)	7.4%	-17.0%	-2.8%	81.7%[activator]	23.9%	10.9%	18.3%	?	0.4
CN1CCN(NC(=S)NC2CCCCC2)CC1	-0.3%	-11.5%	-6.4%	-8.5%	48.4%	-17.0%	2.1%	16.1%	0.7
CCOC(=O)C(C)Sc1nc2c(c(=O)[nH]c(=O)n2C)n1C/C=C(/C)Cl (stereo not drawn)	-0.4%	-15.5%	-1.6%	?	?	?	?	?	1.3
COc1ccc(NC(=O)Cc2c(SC)c3ccccc3n2Cc2ccccc2)cc1	-5.3%	5.2%	0.0%	1.1%	15.5%	2.0%	3.1%	1.6%	0.1
S=C(c1ccc(-c2ccc(Br)cc2)o1)N1CCOCC1	-16.0%	-9.9%	-11.7%	?	-9.0%	-8.5%	-4.7%	?	0.4
O=C(NNC(=O)c1cc(-c2ccc(Cl)c(Cl)c2)nc2ccccc12)Nc1ccccc1	1.9%	-19.0%	-5.7%	11.7%	2.7%	-0.8%	-0.2%	0.0%	0.6
Cc1ccc(CSC2=Nc3ccccc3C3=NC(CCC(=O)NCc4cccs4)C(=O)N23)cc1 (stereo not drawn)	-5.4%	?	-1.5%	?	4.0%	-6.3%[60.1 µM]	/	-3.7%	-0.3
Clc1ccc(CSc2ccc(-c3ccccn3)nn2)cc1	-0.7%	-7.8%	-6.9%	48.4%[activator]	15.9%	1.6%	-0.7%	0.3%	-0.5
COc1cccc(-c2nc(C(=O)NCCCN3CCOCC3)cc3c2[nH]c2ccccc23)c1	-3.4%	94.5%[activator]	61.8%[activator]	-18.9%	0.5%	9.4%	-1.4%	10.8%	0.7
